HTR1A agonist – 5-HT1a (human) receptor agonism | P08908 | CHO 5-HT1a Ga15 NFAT-bla reporter, FRET ratio; 0% basal, 100% maximal reference agonist | activation, % at 10 µM | hit rate 0.56% among 65,000 | AID 567;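 active = activation above the screen-wide mean activation plus 3 SD, cut at about 19% in these data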;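 also: 0% = DMSO wells and 100% = 5-CT at EC100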
Target sequence (P08908 whole entry, looked up): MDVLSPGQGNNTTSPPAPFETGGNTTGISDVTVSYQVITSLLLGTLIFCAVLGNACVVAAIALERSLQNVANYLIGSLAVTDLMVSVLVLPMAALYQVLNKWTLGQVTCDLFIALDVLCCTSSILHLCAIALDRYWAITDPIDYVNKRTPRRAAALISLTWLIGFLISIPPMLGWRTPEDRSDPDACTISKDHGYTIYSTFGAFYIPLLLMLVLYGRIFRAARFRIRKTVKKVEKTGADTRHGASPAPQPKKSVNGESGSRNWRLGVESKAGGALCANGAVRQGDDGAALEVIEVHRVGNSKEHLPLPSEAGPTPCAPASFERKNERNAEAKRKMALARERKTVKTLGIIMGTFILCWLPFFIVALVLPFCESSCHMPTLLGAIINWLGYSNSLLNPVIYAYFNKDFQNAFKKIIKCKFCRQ
Cdc25B inh – human M-phase inducer phosphatase 2 inhibition; P30305; inhibition, %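 (compounds tested at 10 µM final in the well)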; hit rate 0.1% among 65,000; recombinant Cdc25B, OMFP fluorescence Ex485/Em525; in the data active = inhibition above about 50%
Target sequence (P30305 whole entry, looked up): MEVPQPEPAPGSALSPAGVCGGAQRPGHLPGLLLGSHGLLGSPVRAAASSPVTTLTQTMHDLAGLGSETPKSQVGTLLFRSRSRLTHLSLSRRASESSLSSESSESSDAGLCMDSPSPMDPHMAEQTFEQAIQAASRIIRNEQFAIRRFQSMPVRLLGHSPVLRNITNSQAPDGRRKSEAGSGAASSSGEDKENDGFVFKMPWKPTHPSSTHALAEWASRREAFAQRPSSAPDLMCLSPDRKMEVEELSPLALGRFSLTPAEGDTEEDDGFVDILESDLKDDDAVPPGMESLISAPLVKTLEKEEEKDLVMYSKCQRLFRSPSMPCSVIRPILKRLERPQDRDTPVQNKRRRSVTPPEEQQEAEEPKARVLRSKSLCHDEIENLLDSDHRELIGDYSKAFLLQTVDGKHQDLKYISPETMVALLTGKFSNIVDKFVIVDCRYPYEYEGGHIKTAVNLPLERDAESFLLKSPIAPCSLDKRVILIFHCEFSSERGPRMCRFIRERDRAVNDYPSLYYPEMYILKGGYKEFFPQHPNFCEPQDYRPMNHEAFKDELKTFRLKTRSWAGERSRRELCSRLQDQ
CatL block – inhibitors of human cathepsin L; purified cathepsin L, fluorogenic substrate, fluorescence; hit rate 0.17% among 58,000; inhibition, %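 (tested at 10 µM)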; P07711; in the data active = inhibition above about 45%;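 also: 0% = enzyme with no compound and 100% = no enzyme blank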
Hsp90 block – displaces geldanamycin probe from tumor Hsp90; P07900; NCI-N417 lysate Hsp90, Cy3B-geldanamycin FP displacement; inhibition, % at 30 µM; hit rate 0.35% among 64,000; AID 429;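 active = inhibition above 50%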;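 also: 0% = tracer plus lysate wells and 100% = tracer alone without lysate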
FXIIa inh mix – inhibitors of human coagulation factor XIIa, pooled mixtures. P00748. hit rate 0.2% among 62,000. inhibition, % at 5 µM. purified FXIIa, fluorogenic substrate;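 also: 0% = enzyme without compound and 100% = no enzyme blank; some results filed as inactive read as strong as hits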
Cathepsin G inh – cathepsin G (human) inhibition | hit rate 0.2% among 62,000 | inhibition, % at 5 µM (by protocol) | purified enzyme, AMC-tetrapeptide fluorescence, pooled mixtures;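 active = inhibition above 20% in each of the two mixture wells holding the compound; inactive = inhibition of 20% or less in either well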;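 also: 0% = enzyme control without mixture and 100% = blank lacking enzyme; strong numbers were not always called active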
FXIa inh mix – inhibitors of human coagulation factor XIa, pooled mixtures | P03951 | purified FXIa, fluorogenic substrate | inhibition, % at 5 µM | hit rate 0.19% among 62,000 | AID 680;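 also: each value is inhibition by a whole ten-compound pool holding the compound; 0% = enzyme with no mixture and 100% = wells lacking enzyme; strong numbers were not always called active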
MKP-1 inh – human dual specificity phosphatase 1 inhibition | P28562 | recombinant MKP-1, OMFP hydrolysis fluorescence | inhibition, %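 (compounds tested at a single concentration somewhere between 10 and 100 µM)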 | hit rate 0.15% among 65,000 | AID 374;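 active = inhibition above about 50%, limit read from the data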;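 also: 0% = DMSO max control wells and 100% = wells with enzyme stopped by NaOH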
C1s inh – human complement C1s inhibition | hit rate 0.16% among 62,000 | mean inhibition % of two 10-compound mixtures (stronger effect = higher value), % at 5 µM (by protocol) | purified C1s, fluorogenic AMC substrate, pooled mixtures;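 active = inhibition above 20% in each of the two 10-compound mixture wells holding the compound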;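 also: 0% = enzyme wells lacking compound mixture and 100% = no-enzyme blank wells; some compounds called inactive have numbers as strong as hits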
Numbers without * were called inactive; · = no result given. Rule as the data show it, unless noted: active = inhibition above about 20% (passing the limit was not always enough); inactive = the rest.

Compound	FXIa inh mix	Cdc25B inh	FXIIa inh mix	MKP-1 inh	HTR1A agonist	C1s inh	Hsp90 block	CatL block	Cathepsin G inh
CCN(C(=O)c1cc(Cl)ccc1OC)C1CCCCC1	-1	-8	5	0	-2.1	-14	-1	3	8
CC(C)(C)OCC(NC(=O)C(CC(N)=O)NC(=O)OC(C)(C)C)C(=O)OC(C)(C)C (configuration not stated)	6	4	1	-4	-2.7	11	3	-10	5
COc1ccc(NC(=O)CS(=O)CC(=O)NC2CCCc3ccccc32)cc1 (configuration not stated)	6	-8	0	-7	-1.3	7	-1	24	8
O=C(Nc1nccs1)Oc1ccccc1	0	-5	9	19	-1.2	0	2	4	12
COc1cc(S(=O)(=O)N2CCN(c3ccc(F)cc3)CC2)ccc1Cl	-5	3	2	-32	-0.5	0	-2	5	9
CCCCOc1ccc(C(=O)N2CCC(C)CC2)cc1	4	-18	-1	5	-1.9	-2	-8	5	-25
CCN1CCN(CC(O)COc2cccc(OC)c2)CC1 (configuration not stated)	8	-5	5	3	-0.3	-6	0	16	-5
O=C(NCc1cn2ccsc2n1)c1cccs1	12	-17	17	-9	1.8	-27	-3	20	2
COC(=O)c1[nH]c2cc(OC)ccc2c1NC(=O)CN1CCC(C(N)=O)(N2CCCCC2)CC1	7	8	0	1	-1.4	6	-3	13	8
O=C(C1CC(c2ccc(F)cc2)=NO1)N1CCN(Cc2ccccc2)CC1 (configuration not stated)	5	0	0	19	0.7	-2	2	·	-2
COC(=O)CSc1nnc(-c2sc3cc(OC)ccc3c2Cl)n1C	3	-10	10	1	-3.9	-7	-1	4	-7
NC(=O)CSc1nnc(CNc2ccc(F)cc2)n1CC1CCCO1 (configuration not stated)	3	-11	-18	4	-1.0	4	0	-2	8
COc1ccc(NC(=O)Cc2nn(C)c(=O)c3ccccc23)c2ncccc12	-5	-2	-3	8	-0.4	-13	-1	27	8
CCCc1nc2ccccc2c(=O)n1/N=C/c1ccc(O)cc1O	4	4	0	-26	0.1	-35	-4	27	-5
COc1ccc(C(=O)OCCN=C2NS(=O)(=O)c3ccccc32)cc1OC	-1	-29	6	10	-2.2	-1	-5	-8	5
CCCCNC(=O)CCn1c(=O)c2ccccc2n(CC(=O)Nc2ccccc2OCC)c1=O	8	-3	2	12	-0.7	-13	2	16	-1
Cc1ccccc1N1CCN(S(=O)(=O)c2ccc3oc(=O)ccc3c2)CC1	1	-5	3	-3	-3.9	-8	-2	1	-2
COc1ccc(Nc2nc(N)nc(C(F)(F)F)n2)c(OC)c1	-3	3	15	-22	2.8	3	-2	-3	6
CCOC(=O)c1ccc(S(=O)(=O)N2CCN(S(=O)(=O)CC)CC2)cc1	1	2	1	26	-0.5	-8	1	10	7
CCc1ccc2[nH]c(=O)c(CN(Cc3ccc4c(c3)OCO4)C(=O)c3ccco3)cc2c1	-23	9	9	16	-1.1	-88	3	-5	-14
C#CCN1C(=O)C(O)(CC(=O)c2cccc(OC)c2)c2ccccc21 (configuration not stated)	-3	-2	2	-17	-5.2	-2	-7	3	12
O=C(c1ccccc1F)N1CCN(c2cccc(C(F)(F)F)c2)CC1	7	0	-1	19	-1.4	-7	-4	12	-1
COCCCNC(=O)CCS(=O)(=O)Cc1ccc(C)cc1	16	18	7	-11	-3.1	6	2	0	3
CCOC(=O)C1=C(CSc2nccn2C)NC(=O)NC1c1ccc2c(c1)OCO2 (configuration not stated)	6	-10	-4	1	1.3	17	1	9	9
CCC1Oc2ccc(C)cc2N(CC(=O)NCc2cc(OC)ccc2OC)C1=O (configuration not stated)	9	-5	12	12	-1.7	7	-4	-13	11
CCOC(=O)C1CCN(C(C)=C2C(=O)c3ccccc3C2=O)CC1	11	5	0	-9	-3.5	-7	-6	5	11
CCC(C)N(C(=O)COC(=O)Cc1n[nH]c(=O)c2ccccc12)C1CCS(=O)(=O)C1 (configuration not stated)	3	-6	-4	-2	-0.5	-13	-1	4	-15
Cc1ccc(N(CC(=O)O)S(=O)(=O)c2cccc3nonc23)cc1	9	0	6	30	-2.4	-4	-2	-2	0
Cc1cc2c(c(=O)o1)C1(C(=O)N(CC(=O)O)c3ccccc31)C(C#N)=C(N)O2 (configuration not stated)	-1	3	4	4	-2.4	-8	-3	-3	6
CCn1c(C(C)NC(=O)c2cccs2)nc2ccccc21 (configuration not stated)	2	3	10	6	0.4	16	1	·	15
CCOC(=O)c1sc(=S)n(-c2ccc(F)c(F)c2)c1N	13	-19	12	-6	-2.4	-52	4	9	-3
O=C(Nc1cccc(F)c1)c1cccc(S(=O)(=O)N2CCOCC2)c1	-2	-7	6	-10	-2.6	11	-7	5	9
Cc1nn(-c2ccc(C(=O)Nc3nnc(C4CC4)s3)cc2)c(C)c1Cl	3	1	2	13	-6.1	8	2	8	3
COc1ccc(-n2c(Cc3cccn3C)nnc2SCC(=O)N2CCCC2)cc1	3	-8	5	9	0.1	6	-2	·	3
Cc1nc2ccc(NC(=O)Cc3cccs3)cc2s1	-5	-5	1	15	-0.9	-39	-8	18	-5
Cn1cc(S(=O)(=O)N2CCN(Cc3ccccc3)CC2)c(=O)n(C)c1=O	7	-5	-15	3	-4.1	5	0	·	9
O=C1NCCCC1C(=O)NCCN1C(=O)CCC1=O (configuration not stated)	-1	2	8	6	-0.9	4	-1	·	9
O=c1c(-c2ccc(Cl)cc2)coc2c(CN3CCOCC3)c(O)ccc12	2	-5	4	8	0.7	-6	-2	-7	9
CCNC(=O)C1(c2ccccc2)CCCC1	4	0	-19	15	·	6	·	26	8
O=C(CSc1nnc(-c2ccccc2)o1)N1CCN(c2ccccc2)CC1	0	-7	4	5	-1.9	4	-1	-2	4
CCOC(=O)CN1C(=O)NC2NC(=O)NC21 (configuration not stated)	8	-7	-3	1	-2.0	-1	-2	14	3
COc1ccccc1Oc1ccc(S(=O)(=O)N2CCOCC2)cc1S(=O)(=O)N1CCOCC1	5	-15	-3	6	-1.6	1	-1	7	-6
C=CCN1C(=O)CSC1=Nc1cccc(O)c1	2	-13	-5	3	-1.4	-1	-5	·	0
COc1ccc(NS(=O)(=O)c2ccc(NC(=O)C3CCCO3)cc2)cc1 (configuration not stated)	10	-3	4	3	-0.9	10	-3	·	10
Cc1nc2sc(C(c3ccc(C(C)C)cc3)N3CCN(CCO)CC3)c(O)n2n1 (configuration not stated)	2	3	8	10	-1.5	-12	-2	·	-2
COc1cccc(C2=CC(c3cccc(OC)c3OC(F)F)n3nnnc3N2)c1 (configuration not stated)	1	7	3	4	-3.4	-17	5	17	-3
Nn1c(SCC(=O)NC2CCCCC2)nnc1C1CC1	8	3	4	6	2.5	13	-1	8	11
O=C1SC(c2ccccc2)=C/C1=C\N1CCCCC1	4	3	-14	29	-3.4	2	24	-6	-1
COc1ccc(OC)c(NC(=O)Cn2cnc3c(cnn3-c3ccccc3)c2=O)c1	10	-3	2	14	0.1	0	-3	·	-1
COc1ccccc1C(O)P(=O)(OC(C)C)c1ccc(N(C)C)cc1 (configuration not stated)	-1	1	5	6	-0.1	2	-2	0	5

Full records from above.
`CCOC(=O)CN1C(=O)NC2NC(=O)NC21` (configuration not stated) is listed with FXIa inh mix: 8; Cdc25B inh: -7; FXIIa inh mix: -3; MKP-1 inh: 1; HTR1A agonist: -2.0; C1s inh: -1; Hsp90 block: -2; CatL block: 14; Cathepsin G inh: 3
`CCn1c(C(C)NC(=O)c2cccs2)nc2ccccc21` (configuration not stated) is listed with FXIa inh mix: 2; Cdc25B inh: 3; FXIIa inh mix: 10; MKP-1 inh: 6; HTR1A agonist: 0.4; C1s inh: 16; Hsp90 block: 1; CatL block: ·; Cathepsin G inh: 15

Carrying on:
Compound	FXIa inh mix	Cdc25B inh	FXIIa inh mix	MKP-1 inh	HTR1A agonist	C1s inh	Hsp90 block	CatL block	Cathepsin G inh
N=P(N1CCOCC1)(N1CCOCC1)C12CC3CC(CC(C3)C1)C2	3	-18	4	6	-1.3	10	1	2	11
C=CCOC(=O)CCCC(=O)NC1CCCCC1	6	-4	5	-4	·	10	·	-3	8
Cc1ccc(S(=O)(=O)N2CC(O)CC2C(=O)Nc2ccc3c(c2)CCC3)cc1 (configuration not stated)	-2	-8	-10	30	-2.0	4	-5	·	0
Cc1ccc(S(=O)(=O)N2CC(=O)Nc3ccccc32)cc1C	2	1	-17	6	-2.9	-15	-4	·	5
CCOC(=O)C1=C(C)NC(=O)NC1c1ccc(C)o1 (configuration not stated)	10	1	8	8	-2.0	3	2	3	10
O=C(NCc1ccco1)C1CCN(c2nc3ccccc3n2Cc2ccc(F)cc2)CC1	24	-12	-17	19	-1.5	-26	-5	12	46
O=C(NCc1ccc2c(c1)OCO2)C1CC(=O)N(C2CCCCCCC2)C1 (configuration not stated)	10	-18	11	-5	0.2	14	-2	11	8
CCc1ccccc1NC1c2ccccc2C(=O)N1Cc1ccco1 (configuration not stated)	4	6	-15	2	1.1	-11	1	-6	-5
CCOCCn1c(SCc2cccc(C)c2)nc2c1c(=O)[nH]c(=O)n2C	-9	-3	3	9	0.0	-43	-3	9	3
CC(C)Oc1ccc(CNCC2(O)CCOC(C)(C)C2)cc1 (configuration not stated)	4	-8	5	-4	1.2	-7	5	-3	-9
O=C(Cn1nnc(-c2ccccc2NC(=O)c2ccco2)n1)Nc1ccccc1	3	-11	8	-2	-0.6	6	1	0	3
COc1ccc(C(=O)Nc2cc(=O)n(C)c(=O)n2C)cc1OC	-8	-10	-1	11	0.5	6	-2	·	7
N#Cc1c(N)n(CCOC(=O)c2cccc(Br)c2)c2nc3ccccc3nc12	1	3	7	1	31*	-29	-6	-132	1
O=C(Nc1ccccn1)NC(C(F)(F)F)C(F)(F)F	6	-23	1	-1	-3.1	-7	-3	7	9
Cc1ccc(Cn2ccc(NC(=O)C3C4CCC(C4)C3C(=O)O)n2)cc1 (configuration not stated)	2	-12	-3	8	-1.0	-3	-1	13	2
CCc1nc(Nc2ccc3nccnc3c2)c2oc3ccccc3c2n1	-11	1	-1	-9	6.2	-6	-2	-27	-3
COc1ccc(CCNC(=O)C2CCN(S(=O)(=O)c3cccc4nonc34)CC2)cc1OC	5	11	-17	15	0.7	-5	-5	12	1
O=C(NC1CCCCCC1)C1CCN(c2nc3ccccc3o2)CC1	4	-4	-1	1	2.0	-29	4	1	-9
O=C1CSC(c2ccccc2F)N1CCN1CCCCC1 (configuration not stated)	-12	-10	3	10	-1.1	-56	-1	-4	-1
COc1ccc2ncn(-c3ccccc3)c2c1	-5	16	10	-6	-3.5	-31	0	24	-12
COc1cccc(C(C(=O)NCc2ccco2)N(C(=O)Cn2nnc3ccccc32)C2CC2)c1OC (configuration not stated)	2	-15	1	4	-1.5	22	-2	27	3
Cc1nc(N)sc1-c1csc(Nc2ccc(Cl)cn2)n1	7	9	14	15	1.3	-7	-4	2	-3
Cc1ccc(-n2c(=O)c3sccc3n(CC(=O)N3CCCC3)c2=O)cc1	1	-9	-17	-1	-1.4	-2	-4	6	8
CCOC(=O)N1CCN(C(=O)c2cnn3c(C(F)F)cc(-c4ccc(C)cc4)nc23)CC1	5	-5	12	8	-1.2	5	-2	-16	11
O=C(CCCn1c(=O)[nH]c2ccsc2c1=O)N1CCN(c2ccccn2)CC1	-36	18	-1	3	0.9	-24	-3	5	-23
CCOc1ccccc1NC(=O)CCn1c(=O)oc2ccccc21	7	0	6	-4	-3.1	12	-5	3	7
N#CCCN1CCN(C(=S)c2ccc(-c3cccc(Cl)c3)o2)CC1	5	-22	8	10	0.7	-4	-4	18	0

Fetched by structure from the list above:
Compound	FXIa inh mix	Cdc25B inh	FXIIa inh mix	MKP-1 inh	HTR1A agonist	C1s inh	Hsp90 block	CatL block	Cathepsin G inh
O=c1c(-c2ccc(Cl)cc2)coc2c(CN3CCOCC3)c(O)ccc12	2	-5	4	8	0.7	-6	-2	-7	9
CCc1ccccc1NC1c2ccccc2C(=O)N1Cc1ccco1 (configuration not stated)	4	6	-15	2	1.1	-11	1	-6	-5

Screening data (PubChem)
